Bioassay records: PubChem BioAssay, NMMLSC
VLA-4 antagonist: inhibitors of LDV-FITC ligand binding to Mn2+-activated human VLA-4 integrin; Jurkat cells, LDV-FITC binding with Mn2+, flow cytometry; 100% = Mn2+-driven binding gain fully reversed; inhibition, % at 10 µM (by protocol); 24,000 compounds, 0.2% hits; AID 529;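 active = inhibition above 50%; inconclusive = compound itself fluorescent, judged against control cell fluorescence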;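 also: 0% = Mn2+ stimulated cells lacking compound and 100% = ligand binding without Mn2+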
Target sequence (P13612 whole entry, looked up): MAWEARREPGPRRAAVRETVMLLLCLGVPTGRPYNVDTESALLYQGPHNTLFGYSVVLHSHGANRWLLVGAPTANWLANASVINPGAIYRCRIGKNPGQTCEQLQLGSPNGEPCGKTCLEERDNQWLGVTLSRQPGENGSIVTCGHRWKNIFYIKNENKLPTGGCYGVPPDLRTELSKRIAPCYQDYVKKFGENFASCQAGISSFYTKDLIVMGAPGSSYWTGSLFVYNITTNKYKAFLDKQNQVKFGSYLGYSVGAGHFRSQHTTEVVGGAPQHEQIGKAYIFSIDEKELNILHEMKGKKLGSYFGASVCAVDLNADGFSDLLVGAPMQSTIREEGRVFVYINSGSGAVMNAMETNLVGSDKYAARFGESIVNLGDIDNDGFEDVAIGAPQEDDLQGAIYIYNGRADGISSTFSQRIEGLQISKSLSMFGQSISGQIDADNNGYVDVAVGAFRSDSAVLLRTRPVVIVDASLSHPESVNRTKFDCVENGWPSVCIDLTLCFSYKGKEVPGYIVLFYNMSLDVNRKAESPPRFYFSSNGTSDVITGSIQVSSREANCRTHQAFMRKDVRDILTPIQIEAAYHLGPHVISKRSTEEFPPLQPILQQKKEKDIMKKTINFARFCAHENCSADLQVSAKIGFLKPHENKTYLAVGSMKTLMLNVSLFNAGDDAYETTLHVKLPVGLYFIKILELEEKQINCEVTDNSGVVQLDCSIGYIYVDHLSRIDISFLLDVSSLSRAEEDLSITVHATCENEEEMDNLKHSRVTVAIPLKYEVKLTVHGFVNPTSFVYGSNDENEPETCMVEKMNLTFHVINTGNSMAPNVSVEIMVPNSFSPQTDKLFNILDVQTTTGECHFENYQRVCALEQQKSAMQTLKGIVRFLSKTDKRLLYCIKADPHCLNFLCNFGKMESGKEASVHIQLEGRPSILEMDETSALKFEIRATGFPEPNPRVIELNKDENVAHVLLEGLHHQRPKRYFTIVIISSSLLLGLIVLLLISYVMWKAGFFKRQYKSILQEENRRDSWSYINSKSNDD
Prostate diff: LNCaP prostate cell differentiation activation; flow cytometry side scatter, 4 d; side scatter shift, % at 10 µM; 24,000 compounds, 0.56% hits;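 active = side scatter shift above 30%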;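 also: androgen-responsive LNCaP prostate cancer cells in charcoal-stripped serum medium; percent of cells past a gate set so DMSO wells show 10% shift; higher shift means more granular cells and more differentiation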
Autofluor Jurkat: autofluorescence counter-screen for VLA-4 integrin assays. 24,000 compounds, 0.61% hits. AID 576. fluorescence ratio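 (tested at 10 µM compound in the well)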. Jurkat cells, compound autofluorescence, flow cytometry; stronger effect = higher value; 1 = vehicle-only cell background;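 active = fluorescence ratio above 2.44, which is 1 plus 3 SD of all ratios; inconclusive = signal too bright to measure linearly, ratio around 10 or more; inactive = fluorescence ratio below 2.44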;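 also: green fluorescence of cells measured with 488 nm excitation and 530 nm emission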
VLA-4 agonist: allosterically activates the human VLA-4 integrin; 24,000 tested, under 10 active; Jurkat cells, LDV-FITC binding, flow cytometry; P13612; activation, % at 10 µM (by protocol);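 active = fluorescent ligand binding to cells raised by more than 40% of the manganese-induced maximum; inconclusive = compound's own fluorescence above 85% of the ligand control signal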;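 also: 0% = ligand binding without compound and 100% = manganese-stimulated maximal binding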
Active calls of the source: *; ? = inconclusive; · = not tested or not shown.

SMILES	VLA-4 antagonist	Prostate diff	Autofluor Jurkat	VLA-4 agonist
Cn1c(=O)c2cc(S(=O)(=O)NC(Cc3ccccc3)C(=O)NCc3ccco3)ccc2n(C)c1=O (configuration not stated)	1	4	1.1	1
CC(C)CCN(C)C1CCN(C(=O)Nc2c(F)cccc2F)CC1	15	5	0.91	8
O=C(C1=C(O)C(=O)N(Cc2ccccc2)C1c1ccncc1)c1ccco1 (configuration not stated)	-10	4	1.1	6
O=C(NC1CCCC1)C1c2ccccc2C(=O)N1C1CCCCC1 (configuration not stated)	4	12	1.1	1
O=C(CCSc1ccccc1)Nc1ccc(S(=O)(=O)N2CCOCC2)cc1	28	17	1	-22
O=C(C1CCN(c2ccc(N3CCOCC3)nn2)CC1)N1CCc2ccccc2C1	3	7	1.1	-1
O=C(CSc1nnc(CNC(=O)c2ccco2)o1)c1ccccc1	-7	1	1	0
COC(=O)c1ccc(Cl)c(NC(C)=O)c1	-16	9	1.1	-8
CCSc1nnc(NC(=O)CSc2nc3c(c(=O)n2CC)SC(C)C3)s1 (configuration not stated)	4	4	1	-1
Nc1nc(N2C(=O)C3CC=CCC3C2=O)nn1-c1ccccc1 (configuration not stated)	-23	4	0.91	9
CCCCN(CCCC)S(=O)(=O)c1ccc2oc(C(=O)N3CCOCC3)c(C)c2c1	?	9	1.2	?
O=C(NC1CCCCC1)N(Cc1ccccc1)Cc1ccco1	6	12	1	-6
CN(C)c1nc(N2CCCCC2)nc(N2CCCCC2)n1	18	4	0.97	-11
O=c1oc2ccccc2n1CCCOc1ccccc1	2	2	1	-1
CCN(CC)CCCN1C(=O)C(O)=C(C(=O)c2ccco2)C1c1ccc(C)o1 (configuration not stated)	-12	16	1	8
Cc1c(C(=O)N2CCOCC2)oc2ccc(S(=O)(=O)N3CCCC3)cc12	?	2	1.1	?
CCC1CCCCN1CCNS(=O)(=O)c1ccc2c(c1)CCN2C(C)=O (configuration not stated)	5	7	1	-4
CCN1CCc2c(C#N)c(N3CCCCC3)nc(NCc3ccccc3)c2C1	10	14	1.2	-10
Cc1cc(C)cc(-n2nnc(C(=O)NCc3ccc(Cl)cc3)c2N)c1	-28	5	1.1	-13
O=C1C(SC(F)(F)C(F)F)=C(C(F)(F)F)OC2C3C=CC(C3)C12 (configuration not stated)	-3	2	1	1
Cc1ccccc1-n1nnnc1SCC(=O)Nc1ccc(S(=O)(=O)N2CCCC2)cc1	3	8	0.94	-2
Cc1nnc(SCCn2c(N3CC(C)CC(C)C3)nc3c2c(=O)n(C)c(=O)n3C)s1 (configuration not stated)	-8	4	0.97	1
CC1CCN(C(=O)CN(C)S(=O)(=O)c2cccc3nsnc23)CC1	-1	3	1.1	3
N#Cc1c(N)nc(SCc2ccncc2)c(C#N)c1-c1cccs1	-2	8	1.2	-7
CCOC(=O)c1cc2sc(C)cc2n1CC(=O)Nc1cccc(C)c1C	-21	16	1.1	4

Looked up by compound from the entries so far:
SMILES	VLA-4 antagonist	Prostate diff	Autofluor Jurkat	VLA-4 agonist
O=C(CCSc1ccccc1)Nc1ccc(S(=O)(=O)N2CCOCC2)cc1	28	17	1	-22
CCN1CCc2c(C#N)c(N3CCCCC3)nc(NCc3ccccc3)c2C1	10	14	1.2	-10
CC1CCN(C(=O)CN(C)S(=O)(=O)c2cccc3nsnc23)CC1	-1	3	1.1	3
O=C(C1CCN(c2ccc(N3CCOCC3)nn2)CC1)N1CCc2ccccc2C1	3	7	1.1	-1

(listing goes on)
SMILES	VLA-4 antagonist	Prostate diff	Autofluor Jurkat	VLA-4 agonist
CCN1CCCC1CNCc1ccc(Cl)cc1Cl (configuration not stated)	2	3	1	-4
O=C(CN1CCN(Cc2ccc(Cl)cc2)C1=O)NCCN1CCCC1	?	11	0.8	?
CC(=O)N1CCc2cc(S(=O)(=O)NCCC(=O)Nc3cccc(C)c3)ccc21	6	6	1	6
COC(=O)c1nc2cc(C)ccn2c1F	-24	9	1.1	-1
CC(C)N(CCCNC(=O)C1CCN(S(=O)(=O)N2CCOCC2)CC1)Cc1ccccc1	9	7	1	3
CCN(CC)c1ncnc2sc(C(=O)N3CCN(c4ccc(OC)cc4)CC3)c(C)c12	-8	8	1.1	3
O=C(C1CCN(S(=O)(=O)c2cccc3cccnc23)CC1)N1CC=C(c2ccccc2)CC1	16	16	1.1	-5
Cc1c(C(=O)NCc2ccccc2)oc2ccc(S(=O)(=O)N3CCCC3)cc12	21	8	1.2	-5
Cc1ccc(S(=O)(=O)N2CCCC(C(=O)NCCCN3CCCCC3C)C2)cc1 (configuration not stated)	2	5	1.1	2
O=C(NCCN1CCCCCC1)c1ccc(CS(=O)(=O)c2ccc(Br)cc2)o1	-4	8	1.1	-5
N#Cc1nn(-c2ccccc2)nc1N1CCCCC1	-2	16	1.1	-4
CCC1(C)COC2(OC1)C(=O)Nc1ccccc12 (configuration not stated)	?	2	1.3	?
Cc1nn(C)c(C)c1NC(=O)CSc1nc(Cc2ccccc2)nc2c1cnn2-c1ccccc1	9	25	1.1	-10
COc1ccc(OC)c(S(=O)(=O)NCc2cn3cccc(C)c3n2)c1	1	8	0.97	6
CCCC1CC(C)(C(=O)Cn2[nH]c(=O)ccc2=O)OC1=O (configuration not stated)	-12	1	1.4	2
O=C(O)C1CCCN1c1ncnc2c1oc1ccccc12 (configuration not stated)	-8	11	1	8
Cn1c(=O)cc(OCCCC(=O)N2CCN(c3ccccc3)CC2)c2ccccc21	23	5	1.2	-8
CN1C(=O)C(O)(CC(=O)c2ccccc2O)c2cc(Br)ccc21 (configuration not stated)	3	5	1.1	3
CCOc1ccc(C(=O)Nc2c3c(nn2-c2ccc(F)cc2)CS(=O)C3)cc1 (configuration not stated)	-10	12	0.92	2
CCOC(=O)N1CCN(C(=O)CSc2nnc(-c3cc(OC)cc(OC)c3)o2)CC1	0	5	0.98	0
CC(COc1ccccc1)N(CCCl)Cc1ccccc1 (configuration not stated)	-8	6	1	-4
Cc1cccn2c(=O)c3cc(C#N)c(=NC(=O)c4cccnc4)n(CC4CCCO4)c3nc12 (configuration not stated)	-7	11	1.1	0
COc1cccc(Oc2nnnn2-c2ccccc2)c1	3	3	1	-9
CC(C)CN(CC(C)C)c1nnc(N)s1	-10	10	1.1	0
CCCn1c(-c2ccc(F)cc2)cnc1SCC(=O)O	-16	3	1	4

Part of the list above, with two lines to a compound:
Every second line gives: VLA-4 antagonist	Prostate diff	Autofluor Jurkat	VLA-4 agonist
CCN(CC)c1ncnc2sc(C(=O)N3CCN(c4ccc(OC)cc4)CC3)c(C)c12
→ -8	8	1.1	3
CC(=O)N1CCc2cc(S(=O)(=O)NCCC(=O)Nc3cccc(C)c3)ccc21
→ 6	6	1	6

The listing picks up with the four entries that preceded the break.
SMILES	VLA-4 antagonist	Prostate diff	Autofluor Jurkat	VLA-4 agonist
Cc1cccn2c(=O)c3cc(C#N)c(=NC(=O)c4cccnc4)n(CC4CCCO4)c3nc12 (configuration not stated)	-7	11	1.1	0
COc1cccc(Oc2nnnn2-c2ccccc2)c1	3	3	1	-9
CC(C)CN(CC(C)C)c1nnc(N)s1	-10	10	1.1	0
CCCn1c(-c2ccc(F)cc2)cnc1SCC(=O)O	-16	3	1	4
Cc1cccc(NC(=O)CN(C)S(=O)(=O)c2cccc3nsnc23)c1C	-4	11	1.1	-2
O=C(NCCCn1ccnc1)c1cc(-c2ccc3c(c2)OCO3)on1	-1	10	1.1	0
Cc1c(C(=O)N2CCOCC2)sc2ncnc(N3CCc4ccccc4C3)c12	2	9	1.1	-6
COCCNC(=O)CCCCCN1C(=O)CCC1=O	-5	12	1.1	4
Cc1cccc(C2CC(c3ccc(F)cc3)Nc3nc(N)nn32)c1 (configuration not stated)	-11	8	0.98	4
COc1ccc(C2CC(=O)c3cnc(NC(=O)c4ccccc4OC)nc3C2)c(OC)c1 (configuration not stated)	-6	3	1.1	-9
COC(=O)Cn1c(=O)c2c(nc3n2CC(C)CN3c2ccc(C)c(C)c2)n(C)c1=O (configuration not stated)	-12	4	1	4
COc1ccc(-c2noc(CN3C(=O)c4ccccc4C3=O)n2)cc1	-28	8	1.2	-2
CCOCCCN1C(=O)CN(C2CCCCCC2)C(=O)C1c1ccc(OC)cc1 (configuration not stated)	4	14	1	-7
Cc1onc(-c2ccccc2Cl)c1C(=O)Nc1ccc(-c2cn3cccnc3n2)cc1	5	14	1.1	-8
CCOC(=O)N1CCC(NC(=O)CCc2nc(-c3ccc(C)cc3)no2)CC1	-10	16	1	-2
CC(C)N(CCNC(=O)C1CCC(=O)N1Cc1ccc(F)cc1)Cc1ccccc1 (configuration not stated)	-13	11	1	6
CCS(=O)(=O)N1CCCC(C(=O)NCCc2ccc(OC)c(OC)c2)C1 (configuration not stated)	-12	7	0.99	-1
COc1ccc(-c2nc3n(c(=O)c2C#N)CCCS3)cc1	?	1	1.1	?
Cc1cc(N=Cc2cc(Br)ccc2O)no1	-16	8	1.1	3
CC(C)C(NC(=O)C1CCCCC1)C(=O)NC1CCN(Cc2ccccc2)CC1 (configuration not stated)	-5	6	0.98	3
O=S(=O)(NCCSc1ccccc1)c1cccs1	4	10	0.99	-5
Cc1ccc(NC(=O)c2cc(-c3cccc(O)c3)on2)cc1C	8	7	1	-2
CC1CCN(C(=O)C(Cc2ccccc2)NS(=O)(=O)c2ccc3c(c2)oc(=O)n3C)CC1 (configuration not stated)	3	8	1.1	-4
COC(=O)Cn1c(CCS(=O)(=O)c2ccc(C)cc2)nc2ccccc21	-13	2	0.99	-4
O=S(=O)(NCC(c1cccnc1)N1CCN(c2ccc(F)cc2)CC1)c1cc(F)ccc1F (configuration not stated)	?	16	1.4	?
Cc1sc2ncnc(NCCCO)c2c1C	-4	5	1	-1
Cc1ccc(-n2nc(C)c3c(C)c(CCC(=O)NCc4ccco4)c(C)nc32)cc1	15	4	1.1	-6
CCc1nnc(NC(=O)c2ccc(-c3cccc(C(F)(F)F)c3)o2)s1	-24	9	1.1	2
COc1cc(OC)c(NC(=O)Cn2cccc2)cc1Cl	-31	2	1.1	7

(more compounds)
SMILES	VLA-4 antagonist	Prostate diff	Autofluor Jurkat	VLA-4 agonist
COc1cccc(/C(O)=C2/C(=O)C(=O)N(CCN3CCOCC3)C2c2cccnc2)c1 (configuration not stated)	-10	9	1	0
CCOc1ccc(C2CC(c3ccc(OC)cc3)n3ncnc3N2)cc1 (configuration not stated)	-14	4	1.1	2
CCOc1ccc(NC(=O)CN2CCN(S(=O)(=O)c3ccc(Cl)cc3)CC2)cc1	5	6	1.1	-6
Cc1cc(C(C)(C)C)cc(C)c1CC1=NCCN1	-19	4	1	2
CC1CN(S(=O)(=O)c2cccc(C(=O)OCc3cc(=O)oc4cc(O)ccc34)c2)CC(C)O1 (configuration not stated)	-11	6	1.1	-8
O=C(CSc1nc2cc3c(cc2c(=O)n1CCC1=CCCCC1)OCO3)NCc1ccco1	-1	11	1.1	-2
c1ccc(N2CCN(c3nc4cc5c(cc4s3)OCCO5)CC2)cc1	36	10	0.93	-8
C=CCNc1nc(N(c2ccccc2)c2ccccc2)nc(-n2ccnc2)n1	19	3	1.2	-7
CCCOc1ccc(-c2nc(N)n[nH]2)cc1	3	3	1	-19
CCOC(=O)COc1nc(OC)nc(N2CCOCC2)n1	-3	12	1.1	-2
COc1ccc(C2C=C(C)Nc3nc(SC)nn32)cc1 (configuration not stated)	?	12	1.7	?
CCOC(=O)Cc1csc(NC(=O)c2ccc(S(=O)(=O)N3CCCCC3)cc2)n1	?	6	1.1	?
O=C(c1cccc(S(=O)(=O)N2CCOCC2)c1)N1CCCC1	?	12	1.6	?
Cc1ccc(Cn2nc(C)c(NC(=O)c3cc(-c4ccco4)on3)c2C)cc1	-9	11	1.1	1
O=C(NCC1COc2ccccc2O1)C1CCC(CNc2c(N3CCCCC3)c(=O)c2=O)CC1 (configuration not stated)	-4	4	0.88	7
CCOCCCNC(=O)C(c1ccc(C)cc1)N(Cc1ccc2c(c1)OCO2)C(=O)c1cnccn1 (configuration not stated)	-12	8	1	4
Cc1ccc2nc(NC(=O)Cn3cc4c(n3)CCCCC4)sc2c1	1	3	1.1	0
O=C(NCC1CCCO1)C1CCC(=O)N1CCc1ccccc1 (configuration not stated)	-6	11	1	-4
COc1ccc2[nH]c3c(N4CC(C)OC(C)C4)ncnc3c2c1 (configuration not stated)	13	·	1	8
O=C(NCc1ccc2c(c1)OCO2)C1CCC(CNc2c(N3CCCC3)c(=O)c2=O)CC1 (configuration not stated)	-14	5	1	1
CCOC(=O)C1CCN(S(=O)(=O)c2ccc3c(c2)CCCN3C(C)=O)CC1	-5	2	0.98	-6
Cc1ccc(-n2nc3c(c2NC(=O)c2ccc4c(c2)OCO4)CSC3)c(C)c1	13	6	0.97	3
Cc1nnc(NCCc2ccccc2)n(N)c1=O	-16	11	1.1	10
COc1ccccc1OC(=O)c1ccc2nsnc2c1	-9	12	1	4
O=C(NC(=O)c1ccc(Cl)cc1)Nc1cc(N2CCCCC2)ncn1	-1	26	0.99	-11
COC(=O)Oc1c(Br)c(=O)oc2ccccc12	-33	10	1.1	14
CC1(C)CC(=O)C2=C(C1)OC(c1cccs1)C(C#N)=C2N (configuration not stated)	1	1	1	1

This is a subset; count on the stated rates, not on these rows.
